GSIS activator = primary screen for activators of insulin secretion dependent on glucose, INS-1E cells, GLuc reporter luminescence | INS-1E GLuc reporter insulin secretion, 2-3 h | activation, % at 16.6 µM | actives 0.61% (n = 370,000) | AID 743287;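 active = lowest replicate activation of at least 40%, so every replicate reaches that level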;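 also: 0% = median of neutral control wells and 100% = median of IBMX positive control wells; some compounds called inactive have numbers as strong as hits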
ARNT TACC3 PPI = ARNT/TACC3 interaction disruption; Q9Y6A5; AlphaScreen His-ARNT PAS-B/GST-TACC3 binding, luminescence; TACC3 fragment carries E629A point mutation; inhibition, % at 9.99 µM; actives 0.66% (n = 390,000); AID 623870;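 active = mean inhibition of replicates at least 50% and at least half of replicates each reaching 50%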;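 also: 0% = complete ARNT plus TACC3 wells and 100% = ARNT alone without TACC3; many hits fall short of the cut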
ERAP1 inh = blocks human ERAP1 aminopeptidase activity; Q9NZ08; recombinant ERAP1, Leu-AMC fluorescence, 60 min; actives 0.15% (n = 340,000); AID 652197; inhibition, % at 10.7 µM;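 active = mean replicate inhibition of at least 30%, or all replicates individually reaching that 30% level; inactive = mean below 30% and not every replicate reaching it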;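 also: 0% = neutral control wells and 100% = L-leucinethiol positive control wells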
RAD54 inh = inhibitors of human RAD54 branch migration. Q92698. AID 602329. RAD54 Holliday junction branch migration, FAM/BHQ fluorescence. actives 0.14% (n = 360,000). inhibition, % at 10.4 µM;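 active = mean normalized replicate activity at least 40 and at least half of replicates scoring 40 or more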;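 also: 0% = median of neutral control wells and 100% = median of positive control wells; inhibitors cause a drop in the FAM fluorescence signal; in these data hits start at about 50%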
RAD52 inh = inhibitors of human RAD52 DNA annealing; P43351; recombinant RAD52 DNA annealing, FRET fluorescence; inhibition, % at 18.7 µM; actives 0.46% (n = 360,000); AID 651710;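 active = every replicate showing at least 50% inhibition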
Target sequence (P43351 whole entry, looked up): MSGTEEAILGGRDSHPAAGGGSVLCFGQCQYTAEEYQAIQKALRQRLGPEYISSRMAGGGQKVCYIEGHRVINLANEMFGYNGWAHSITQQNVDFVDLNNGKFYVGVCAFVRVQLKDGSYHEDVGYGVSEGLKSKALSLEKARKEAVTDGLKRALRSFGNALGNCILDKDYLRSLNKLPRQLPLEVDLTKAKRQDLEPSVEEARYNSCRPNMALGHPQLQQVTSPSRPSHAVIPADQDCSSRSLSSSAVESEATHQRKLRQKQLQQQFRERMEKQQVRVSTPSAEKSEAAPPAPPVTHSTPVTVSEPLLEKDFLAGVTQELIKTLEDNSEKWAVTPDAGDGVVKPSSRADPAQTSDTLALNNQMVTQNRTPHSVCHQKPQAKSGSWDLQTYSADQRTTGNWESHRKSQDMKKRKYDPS
XiGFP reactiv = reactivates the inactive X chromosome in mouse fibroblasts | activation, % at 7.58 µM | AID 743238 | actives 0.055% (n = 360,000) | XiGFP mouse fibroblasts, % GFP-positive cells imaging, 3 d; cells co-treated with 5-aza-dC sensitizer; scaled so ellipticine positive control = 100%;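 active = mean normalized replicate activation at least 10% and every replicate at or above 10%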;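 also: 0% = median of on-plate neutral control wells and 100% = ellipticine 6 µM median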
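Material: XiGFP fibroblasts, SV40-immortalized; Buffer or medium: DMEM containing 5-aza-dC; Compound dosing: single point; Times: 3 days compound exposure.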
F508del corr = correctors of CFTR F508del function in bronchial epithelial cells; actives 0.36% (n = 350,000); CFBE cells, YFP halide quenching; stimulated with forskolin plus potentiator P3; % fluorescence drop versus neutral controls; AID 720511; activity (quench increase), % at 7.58 µM;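 active = mean added fluorescence quench of at least 8% versus neutral control, with both replicates also reaching 8%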;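 also: cells transiently co-express mutant CFTR-F508del with the halide-sensitive YFP; corrector assay measuring rescue of mutant channel to the surface after 24 h compound exposure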
esBAF inh = inhibitors of esBAF chromatin remodeling in mouse ES cells; Bmi1-luciferase knock-in reporter, 24 h; 100% = twice the neutral-well signal; reporter increase, % at 12.5 µM; actives 2% (n = 350,000); AID 602393; in the data active = activation above about 40%;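 also: 0% = median of the plate's neutral control wells and 100% = double that signal; a rise in the Bmi1 reporter signal indicates esBAF inhibition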
The depositor's hits bear a star; · = no result given; & = joins results of further samples. Compounds were not picked by outcome. About 3.3% of those tested had a hit in this group.

SMILES	GSIS activator	ARNT TACC3 PPI	ERAP1 inh	RAD54 inh	RAD52 inh	XiGFP reactiv	F508del corr	esBAF inh
O=C1C(=O)N(Cc2ccco2)C(c2cccs2)/C1=C(\O)c1cccc([N+](=O)[O-])c1 (centres undefined)	-1	3	5	0	-5	0.9	-1.0	-7
CCN(CC)C(=O)Cn1c(=O)n(-c2ccccc2)c(=O)n1CC(=O)N(CC)CC	1	0	-4	·	4	·	3.2	-1
C[C@H](CO)N1C[C@H](C)[C@H](CN(C)S(=O)(=O)c2cn(C)cn2)OCCCC[C@H](C)Oc2ccc(NC(=O)NC3CCCCC3)cc2C1=O	-3	5	-2	4	0	-0.1	-2.3	-3
COC(=O)[C@@]1(Cc2ccccc2)[C@H]2C(=O)N(C)C(=O)[C@H]2[C@H]2CN=C(SCc3ccc(C)cc3)N21	-19	-4	14	1	-16	0.0	3.8	-7
O=S(=O)(c1cccc(-c2cn3cc(Cl)ccc3n2)c1)N1CCOCC1	-9	6	·	-1	·	·	·	10
O=C(COC(=O)c1ccc2ccccc2n1)Nc1cccc(S(=O)(=O)NC2=NCCCCC2)c1	1	-6	0	·	-273	0.0	-2.5	·
COc1ccccc1OCCC(=O)OCC(=O)Nc1cc(S(=O)(=O)N(C)C)ccc1Cl	-17	-4	5	0	-2	0.0	3.4	-3
COc1ccc(CN(C)CC(=O)N2CCc3ccccc3C2)cc1	5	-3	0	-6	-17	0.2	-2.4	-5
O=C(NC1CCCCC1)c1ccc(COCC(F)(F)F)o1	15	-10	·	0	·	·	·	-8
O=C(CNc1ccc2ccccc2c1)N/N=C/c1cc2ccccc2nc1Cl	-13	-1	·	0	·	0.1	·	·
CCN1CCN(Cc2ccc(NC(=O)Nc3ccccc3OC)cc2)CC1	6	4	·	2	-12	0.7	0.4	6
COc1ccc(/C(C)=N/N=C2/NC(=O)CC(C(=O)O)S2)cc1F (centres undefined)	26	-1	-25	·	-12	0.0	0.7	·
C/C(CC(=O)Nc1ccc(Cl)c(C(F)(F)F)c1)=N\NC(=O)c1cc2ccccc2cc1O	-27	4	·	3	·	0.0	·	·
COc1ccc(F)cc1-c1cc(C(=O)Nc2cccnc2)[nH]n1	1	·	-2	8	-3	0.0	-1.6	57*
Cc1ccccc1NC(=S)N1CCCC1	29	-9	·	·	·	0.0	·	-4
Cc1ccc(S(=O)(=O)Nc2ccc3c(c2)C(=O)N([C@@H](C)CO)C[C@@H](C)[C@@H](CN(C)C(=O)CCC(F)(F)F)OCCCC[C@@H](C)O3)cc1	-12	7	2	-1	27	0.2	1.0	7
Cc1ccccc1-c1ccc(C2[C@H]3CNC[C@@H]2N3S(=O)(=O)c2cccc(F)c2)cc1 (some centres undefined)	-4&-16	·	2&1	·	44&18	0.0&0.0	4.2&0.4	·
Cc1ccc(C)c(NC(=S)N/N=C2\CCc3ccccc32)c1	28	5	2	-3	-17	0.0	-1.2	5
Cc1c(N=C2Nc3cccc4cccc2c34)c(=O)n(-c2ccccc2)n1C	-9	-2&0	2&3	-26&-27	-329&-124	0.0	1.0&0.2	1&4
CN(C)C(=O)c1ccc(-c2ccc([C@@H]3[C@@H](CO)N(C(=O)Cc4ccccn4)[C@H]3C#N)cc2)cc1	1	-29	-4	0	-26	0.8	0.3	-5
COc1cccc(C#Cc2ccc3c(c2)[C@H]2[C@H](CCN2C(=O)CC2CC2)[C@H](CO)N3)c1	0	·	-1	·	-36	0.0	-2.1	·
COc1ccc(C#Cc2ccc3c(c2)O[C@@H](CN(C)C)[C@H](C)CN([C@@H](C)CO)S3(=O)=O)cc1	-4	6	-4	-4	-4	-1.0	-0.5	-8
CC(NCC(=O)Nc1ccccc1C(=O)NC1CC1)c1ccc(S(C)(=O)=O)cc1 (centres undefined)	-5	1	0	-4	-15	0.1	-3.4	7
COc1cccc(S(=O)(=O)N[C@H]2CC[C@@H](CCNC(=O)Nc3cc(F)ccc3F)O[C@@H]2CO)c1	-3	3	-2	3	16	-0.5	0.2	7
Cc1noc(C)c1-c1nc(CS(=O)(=O)c2ccccc2)no1	-1	-2	0	·	-9	0.1	-0.4	5
COc1ccc(NC(=O)Nc2ccc3c(c2)C(=O)N([C@@H](C)CO)C[C@H](C)[C@@H](CN(C)Cc2ccncc2)OCCCC[C@H](C)O3)cc1	-13	11	0	4	12	-1.2	-1.2	-1
O=S(=O)(c1ccccc1)N1CC[C@@H]2[C@H]1c1cc(C#Cc3ccccc3F)ccc1N[C@@H]2CO	11	-11	0	9	-10	0.2	2.9	-1
O/N=C/CCn1c(=S)sc2ccccc21	25	-6	·	-14	·	·	·	7
Cc1ccc(NC(=O)Cn2cnc3ccccc32)cc1C	9	-4	1	·	-10	0.0	·	-1
CCC(=O)N(C)C[C@H]1Oc2ncc(C#CC3(O)CCCC3)cc2C(=O)N([C@@H](C)CO)C[C@H]1C	1	10	1	-3	-4	4.8	-1.3	5
COCC(=O)Nc1ccc2c(c1)[C@@H]1C[C@H](CC(=O)NCc3ccccc3F)O[C@@H](CO)[C@@H]1O2	7	-3	-5	5	8	-0.1	0.2	-7
COc1ccc2c3c([nH]c2c1)[C@@H](CO)N(C(=O)c1ccccn1)CC31CCN(C(=O)C2CCC2)CC1	16	·	0	·	-1	0.4	5.7	·
Cc1cc(C(=O)N/N=C/c2cn[nH]c2-c2ccccc2)cs1	-3	0	0	·	2	0.5	·	·
CCCC(=O)Nc1ccc2c(c1)C(=O)N(C)C[C@H](OC)[C@@H](C)CN(CCc1ccccc1)[C@@H](C)CO2	-28	3	1	3	16	0.5	0.7	15
COC(=O)C[C@H]1c2cc(C(F)(F)F)ccc2S(=O)(=O)N1c1ccc(N(C)C)cc1	-20	7	·	-1	·	0.0	3.3	·
COc1ccc(NC(=O)Nc2ccc3c(c2)C(=O)N([C@@H](C)CO)C[C@@H](C)[C@@H](CN(C)S(=O)(=O)c2cccs2)O3)cc1	-24	1&-1	0&-2	1&0	-3&13	0.2&0.1	-0.3&1.9	-2&1
CC1=CCC2C(=O)N(c3cccc(C(=O)NC(C)c4ccccc4)c3)C(=O)C2C1 (centres undefined)	-13	-18	2	-6	-8	0.3	-1.5	-9
COc1ccc(Cl)cc1NC(=O)NCc1ccco1	8	·	-1	·	-3	0.1	0.1	·
O=C(C[C@H]1CC[C@@H]2[C@H](COC[C@@H](O)CN2S(=O)(=O)c2ccccc2F)O1)NCc1ccccc1F	6	-2	0	-4	3	0.1	-1.7	3
C/C=C/c1ccc([C@@H]2[C@@H](CO)N3C(=O)CN(C(=O)c4ccncc4)C[C@H]23)cc1	-6	·	3	·	5	0.0	-4.2	·
CO[C@@H]1CC[C@@H]2CCN(C)C(=O)[C@H](C)N(C)C(=O)c3cccc(C#N)c3OC[C@H]1O2	5	-8	-2	1	-9	0.3	·	5
CCCn1c(=O)c2ccccc2n2c(SCC(=O)N3CCc4ccccc4C3)nnc12	·	-6	4	8	-8	0.0	4.4	·
COc1ccc(SCCN2CC[C@@H](C)CCC2=O)cc1	20	-2	2	-1	-7	-0.2	3.1	36
Cc1cc(C)cc(N(C(=O)c2csnn2)C(C(=O)NC(C)(C)C)c2ccncc2)c1 (centres undefined)	·	-1	3	·	-9	0.0	0.7	·
C[C@@H]1CN([C@H](C)CO)C(=O)c2cccc(NC(=O)C3CCCCC3)c2O[C@@H]1CN(C)C	9	-4	-2	3	8	0.3	0.7	3
COc1ccccc1S(=O)(=O)Cc1ccc(C(=O)NCCN2CCCCCC2)o1	-20	·	1	-17	-36	0.0	-0.4	3
CCCS(=O)(=O)c1ccc(COC(=O)Cc2ccc([N+](=O)[O-])cc2)cc1	-15	-4	·	-2	-27	0.2	0.4	3
O=C(O)c1ccc(/C=N/Nc2nc3ccccc3[nH]2)cc1	-1	-4	-11	0	0	-0.2	-1.8	-7
COc1ccccc1CNC(=O)C/C(C)=N/NC(=O)Cc1ccc(Cl)cc1	0	-4	-2	0	-12	0.0	-0.5	0
CCC(=O)N1C[C@H](C)[C@H](OC)CN(C)C(=O)c2ccc(NS(C)(=O)=O)cc2OC[C@H]1C	2	0	0	2	-3	0.5	·	-1

esBAF inh: what is marked active above.
structure	GSIS activator	ARNT TACC3 PPI	ERAP1 inh	RAD52 inh	F508del corr	esBAF inh
COc1ccc(F)cc1-c1cc(C(=O)Nc2cccnc2)[nH]n1	1	·	-2	-3	-1.6	57*

Next records follow.
SMILES	GSIS activator	ARNT TACC3 PPI	ERAP1 inh	RAD54 inh	RAD52 inh	XiGFP reactiv	F508del corr	esBAF inh
COC(=O)N1C[C@H](OC(=O)c2ccc(-c3ccccc3)cc2)[C@H]2C[C@@H]1c1ccccc1O2	10	·	-1	·	-4	0.3	0.4	·
CCOC(=O)C1=C(O)C(=O)N(Cc2cccnc2)C1c1ccc(C)cc1 (centres undefined)	-35	-18	-4	·	-7	0.0	-1.4	·
Cc1ccc(C)c(N2CC(O)(c3cccs3)[N+]3=C2CCCC3)c1 (centres undefined)	12	1	3	·	-5	0.1	-0.2	·
CCOc1ccccc1C=NN=Cc1ccccc1O	2	11	4	·	-12	0.0	0.6	·

Molecules above with fluorine, in the order listed:
SMILES	GSIS activator	ARNT TACC3 PPI	ERAP1 inh	RAD54 inh	RAD52 inh	XiGFP reactiv	F508del corr	esBAF inh
O=C(NC1CCCCC1)c1ccc(COCC(F)(F)F)o1	15	-10	·	0	·	·	·	-8
COc1ccc(/C(C)=N/N=C2/NC(=O)CC(C(=O)O)S2)cc1F (centres undefined)	26	-1	-25	·	-12	0.0	0.7	·
C/C(CC(=O)Nc1ccc(Cl)c(C(F)(F)F)c1)=N\NC(=O)c1cc2ccccc2cc1O	-27	4	·	3	·	0.0	·	·
COc1ccc(F)cc1-c1cc(C(=O)Nc2cccnc2)[nH]n1	1	·	-2	8	-3	0.0	-1.6	57*
Cc1ccc(S(=O)(=O)Nc2ccc3c(c2)C(=O)N([C@@H](C)CO)C[C@@H](C)[C@@H](CN(C)C(=O)CCC(F)(F)F)OCCCC[C@@H](C)O3)cc1	-12	7	2	-1	27	0.2	1.0	7
Cc1ccccc1-c1ccc(C2[C@H]3CNC[C@@H]2N3S(=O)(=O)c2cccc(F)c2)cc1 (some centres undefined)	-4&-16	·	2&1	·	44&18	0.0&0.0	4.2&0.4	·
COc1cccc(S(=O)(=O)N[C@H]2CC[C@@H](CCNC(=O)Nc3cc(F)ccc3F)O[C@@H]2CO)c1	-3	3	-2	3	16	-0.5	0.2	7
O=S(=O)(c1ccccc1)N1CC[C@@H]2[C@H]1c1cc(C#Cc3ccccc3F)ccc1N[C@@H]2CO	11	-11	0	9	-10	0.2	2.9	-1
COCC(=O)Nc1ccc2c(c1)[C@@H]1C[C@H](CC(=O)NCc3ccccc3F)O[C@@H](CO)[C@@H]1O2	7	-3	-5	5	8	-0.1	0.2	-7
COC(=O)C[C@H]1c2cc(C(F)(F)F)ccc2S(=O)(=O)N1c1ccc(N(C)C)cc1	-20	7	·	-1	·	0.0	3.3	·
O=C(C[C@H]1CC[C@@H]2[C@H](COC[C@@H](O)CN2S(=O)(=O)c2ccccc2F)O1)NCc1ccccc1F	6	-2	0	-4	3	0.1	-1.7	3
